Source: PubChem
GalR3 antagonist = antagonists of human GalR3; HEK293 GalR3-CNG cAMP membrane potential fluorescence; galR3 body fused to GalR1 C-terminus; inhibition, % at 3 µM; hit rate 0.44% among 360,000; AID 651719;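 active = inhibition above the screen-wide average plus 3 SD, cut at about 13% in these data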;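 also: forskolin and galanin both at EC90 stimulate the cells; cAMP rise reported by CNG channel membrane potential dye signal; 0% = forskolin plus galanin with DMSO and 100% = forskolin alone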
IDE cell inh = cellular human IDE inhibition. P14735. HEK cells, FAbetaB cleavage, fluorescence polarization. inhibition, % at 5.59 µM. hit rate 0.41% among 320,000;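 active = percent inhibition above the average of all tested compounds plus 3 SD, set per screening campaign, cut at about 16% in these data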;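 also: IDE supplied by intact live HEK cells; FP after avidin binding of uncleaved biotin substrate so inhibition keeps polarization high; 0% = DMSO wells and 100% = 60 µM reference IDE inhibitor Ii1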
CRFBP-R2 block = antagonists of CRF-binding protein/CRF-R2 receptor complex | inhibition, % at 11.8 µM | HEK293 CRF-R2/CRF-BP, CRF-induced calcium fluorescence | hit rate 0.59% among 350,000;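 active = inhibition of the ligand-induced calcium signal above about 50% at the single tested concentration, limit read from the data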
IDE act = boosts human insulin-degrading enzyme activity in HEK cells; hit rate 0.073% among 340,000; activation, % at 5.96 µM; P14735; FAbeta-B cleavage, fluorescence polarization; 0% vehicle, 100% cell-free pure enzyme wells;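 active = activation above the mean of all tested compounds plus 3 SD, set per screening campaign, cut at about 17% in these data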
Active calls of the source: *; nt = not tested or not shown; & = joins results of further samples.

SMILES	GalR3 antagonist	IDE cell inh	CRFBP-R2 block	IDE act
CCOC(=O)[C@]12Cc3cc(C)ccc3[C@H]1N(Cc1ccccc1)C(=O)c1cc(F)c(F)cc12	-6.0	nt	nt	nt
C[C@@H]1COc2cccc(N3CCN(C)CC3)c2S(=O)(=O)N1	-0.2	nt	nt	nt
O=C1NCN(c2ccccc2)C12CCN(C(c1nnnn1C1CCCC1)C1CC1)CC2 (configuration not stated)	-1.1	nt	nt	nt
Cc1cccc(C)c1-n1nnnc1C(C1CC1)N1CCC2(CC1)C(=O)NCN2c1ccccc1 (configuration not stated)	-3.7	nt	nt	nt
O=S(=O)(c1ccccc1)N1CCC2CCNC2C1 (configuration not stated)	-5.7	nt	nt	nt
N#Cc1ccc2nc(-c3ccc(CN4CCC(n5c(=O)[nH]c6cc(Cl)ccc65)CC4)cc3)c(-c3ccccc3)nc2c1	-3.6	nt	nt	nt
O=C(NCCN1CCC2(CC1)C(=O)NCN2c1ccccc1)c1cccc(F)c1	-6.3	nt	nt	nt
Fc1cccc(-c2ccc3c(c2)CN(C(=S)NCCc2ccccc2)Cc2cnnn2-3)c1	-7.1	nt	nt	nt
CN1C2(C)c3ccccc3C1(c1ccccc1)c1ccccc12	-1.0	nt	nt	nt
Cc1ccc2nc(-c3ccc(CN4CCC(n5nnc6ccccc65)CC4)cc3)c(-c3ccccc3)nc2c1	-3.2	nt	nt	nt
O=C1NCN(c2ccccc2)C12CCN(C(c1cccs1)c1nnnn1Cc1ccccc1)CC2 (configuration not stated)	-3.7	nt	nt	nt
COc1cccc(C(c2nnnn2Cc2ccccc2)N2CCC(n3c(=O)[nH]c4ccccc43)CC2)c1OC (configuration not stated)	-5.6	nt	nt	nt
CN(C)P1(=O)N(C)CCN1C	-3.6	nt	nt	nt
CN1C2CCC1C(C(=O)Oc1ccccc1)C(c1ccc(Cl)cc1)C2 (configuration not stated)	-7.4	nt	nt	nt
O=c1[nH]c2cc(Cl)ccc2n1C1CCN(Cc2ccc(-c3nc4ccc(F)cc4nc3-c3ccccc3)cc2)CC1	-6.3	nt	nt	nt
CCOC(=O)c1cc2cc(OC)ccc2n1C1CCN(Cc2ccccc2)CC1	-7.7	nt	nt	nt
COC(=O)[C@@H]1N=C(c2ccc(OC)cc2)O[C@]12C(=O)N(Cc1ccccc1)c1ccccc12	-5.6	nt	nt	nt
O=S(=O)(c1cc(Cl)cc(Cl)c1)N1Cc2cc(N3CCOCC3)ccc2-n2nncc2C1	-1.1	nt	nt	nt
CC(=O)O[C@@H]1/C=C/[C@](C)(O)C[C@@H](C)C/C=C/[C@H]2[C@@H]3O[C@]3(C)[C@@H](C)[C@H]3[C@H](Cc4ccccc4)NC(=O)[C@@]312	nt	1.3	0.9	nt
CC(=O)O[C@@H]1/C=C/[C@](C)(O)C[C@@H](C)C/C=C/[C@H]2[C@H](O)C(C)=C(C)[C@H]3[C@H](Cc4ccccc4)NC(=O)[C@@]123	nt	2.0	1.1	nt
CC[C@H]1CC2CN3CCc4c([nH]c5cc(OC)ccc45)[C@](C(=O)OC)(C2)[C@H]13	nt	-5.5	-10.3	nt
CCCN1CCC[C@@H]2Cc3nc(N)ncc3C[C@H]21	nt	-0.4	13.3	nt
CN1[C@@H]2CCC[C@H]1CC(=O)C2	nt	nt	-10.4	2.2
COc1cccc(CN2CCN(c3ccc(F)cc3)CC2)c1OC	-8.2	nt	11.8	nt
COc1ccc(-n2c(-c3ccccc3F)nc3ccccc3c2=O)cc1	-5.6	nt	11.7	nt
CC(=O)O[C@H]1CC[C@]2(C)C3CC[C@@]4(C)C(C[C@@H](O)[C@@H]4O)C3[C@@H](OC(C)=O)C[C@H]2C1 (some centres not stated)	-6.3	nt	-15.9	nt
O=C(NCC1=C(c2cccc3ccccc23)C[C@@H]2CC[C@H]1N2Cc1ccco1)c1ccncc1	-1.4	nt	6.7	nt
C[C@H]1CN([C@@H](C)CO)C(=O)CCCn2nncc2CO[C@@H]1CN(C)C(=O)Oc1ccccc1	-5.3	nt	5.4	nt
O=C1Nc2ccccc2Oc2ccccc21	-5.2	nt	6.4	nt
C[C@@H]1CN([C@H](C)CO)C(=O)CCCn2nncc2CO[C@@H]1CN(C)C(=O)Oc1ccccc1	0.4	nt	24.6	nt
O=C(NCC1=C(c2cccc3ccccc23)C[C@@H]2CC[C@H]1N2Cc1ccco1)c1cccnc1	-3.5	nt	-8.3	nt
Cc1cccc(OCC(O)CN2CC2)c1 (configuration not stated)	-6.3	nt	-8.5	nt
CC(C)NC1C2CCC(CC2)C1(O)c1ccc(Cl)c(Cl)c1 (configuration not stated)	-7.7	nt	-25.8	nt
CN1C2CNC(=O)CC1C1CCC2C1 (configuration not stated)	-4.3	nt	7.9	nt
O=c1c2ccccc2nc(CBr)n1-c1ccc(Cl)cc1	-5.4	nt	-2.1	nt
O=C(NCC1=C(c2ccc3ccccc3c2)C[C@@H]2CC[C@H]1N2Cc1ccco1)c1nccs1	-6.9	nt	-4.3	nt

Reprinted at random: seven compounds from above, in no set order.
SMILES	GalR3 antagonist	IDE cell inh	CRFBP-R2 block	IDE act
CCCN1CCC[C@@H]2Cc3nc(N)ncc3C[C@H]21	nt	-0.4	13.3	nt
O=S(=O)(c1ccccc1)N1CCC2CCNC2C1 (configuration not stated)	-5.7	nt	nt	nt
CN1[C@@H]2CCC[C@H]1CC(=O)C2	nt	nt	-10.4	2.2
O=C1Nc2ccccc2Oc2ccccc21	-5.2	nt	6.4	nt
CN1C2(C)c3ccccc3C1(c1ccccc1)c1ccccc12	-1.0	nt	nt	nt
O=C(NCCN1CCC2(CC1)C(=O)NCN2c1ccccc1)c1cccc(F)c1	-6.3	nt	nt	nt
O=S(=O)(c1cc(Cl)cc(Cl)c1)N1Cc2cc(N3CCOCC3)ccc2-n2nncc2C1	-1.1	nt	nt	nt

(list continues)
SMILES	GalR3 antagonist	IDE cell inh	CRFBP-R2 block	IDE act
CC(C)S(=O)(=O)N1Cc2ccccc2-n2nncc2C1	-4.3	nt	11.8	nt
CS(=O)(=O)c1ccc(C2=C(CNC(=O)c3ccncc3)[C@H]3CC[C@@H](C2)N3Cc2ccccc2)cc1	-0.4	nt	15.6	nt
COC(=O)C1=C(c2ccc(OCc3ccccc3)cc2)C[C@@H]2CC[C@H]1N2C(=O)NCc1ccc2[nH]ccc2c1	-7.1	nt	-1.0	nt
O=C1CC(N2CC2)C(=O)N1c1ccccc1 (configuration not stated)	-5.9	nt	-8.2	nt
C[C@H](CO)N1C[C@H](C)[C@H](CN(C)C(=O)Oc2cccc3ccccc23)OCc2cnnn2CCCC1=O	-6.7	nt	10.9	nt
Cc1cc(C)c(S(=O)(=O)N2Cc3ccccc3-n3nncc3C2)c(C)c1	-3.8	nt	-2.4	nt
COc1ccc2c(c1)C1(C)CCN(C)CC(C1)C2O (configuration not stated)	1.5	nt	4.4	nt
C[C@H]1CN([C@@H](C)CO)C(=O)CCCn2nncc2CO[C@H]1CN(C)C(=O)Oc1cccc2ccccc12	-4.5	nt	17.9	nt
C=CCOC(=O)N1Cc2ccccc2-n2nncc2C1	-2.4	nt	-4.3	nt
COc1ccc(-n2c(=S)[nH]c3ccc(C)cc3c2=O)cc1	0.0	nt	1.5	nt
Cc1ccccc1NC(=O)N1Cc2ccccc2-n2nncc2C1	2.3	nt	-0.2	nt
COc1cc(CNCCc2c[nH]c3ccccc23)cc(OC)c1OC	-6.5	nt	10.6	nt
CC1CN2C(=O)C1(c1ccccc1)C(=O)NC2=S (configuration not stated)	-0.4	nt	6.9	nt
O=C(/C=C/c1ccccc1)N1Cc2ccccc2-n2nncc2C1	-5.5	nt	6.2	nt
CC(C)(C)c1o[nH]c(=O)c1CC(N)C(=O)O (configuration not stated)	nt	0.5	-6.4	4.5
NCCc1c[nH]c2ccc(O)cc12	nt	2.9	16.3	5.0
COC(=O)C1=C(c2ccc(F)cc2F)C[C@@H]2CC[C@H]1N2C(=O)NCCOc1ccc(OC)cc1	nt	-3.7	8.1	1.2
C[N+](C)(C)CC#CCN1CCCC1=O	nt	2.2	-32.8	2.7
COC(=O)C1=C(c2ccc(C(C)=O)cc2)C[C@@H]2CC[C@H]1N2C(=O)NCC1CC1	nt	1.3	2.2	0.3
CC[C@H](C)/C=C(C)/C=C/C1=CC2=C(Cl)C(=O)[C@@](C)(OC(C)=O)C(=O)C2=CO1	nt	-8.3	4.0	-2.8
CN1C(CC(O)c2ccccc2)CCCC1CC(O)c1ccccc1 (configuration not stated)	nt	0.9	9.1	3.7
N[C@@H](Cc1ccc(N(CCCl)CCCl)cc1)C(=O)O	nt	4.8	-7.3	-1.4
CC1OC(C[N+](C)(C)C)CC1O (configuration not stated)	nt	-0.8	-39.9	6.0
CCN1C[C@]2(COC)CC[C@H](O)[C@]34C1[C@](O)([C@@H](OC)[C@H]23)[C@@]1(O)C[C@H](OC)[C@H]2C[C@@H]4[C@@H]1[C@H]2OC	nt	0.8	-1.4	3.4

Three compounds already listed, sorted by number of heavy atoms, descending.
SMILES	GalR3 antagonist	IDE cell inh	CRFBP-R2 block	IDE act
CCN1C[C@]2(COC)CC[C@H](O)[C@]34C1[C@](O)([C@@H](OC)[C@H]23)[C@@]1(O)C[C@H](OC)[C@H]2C[C@@H]4[C@@H]1[C@H]2OC	nt	0.8	-1.4	3.4
O=C(/C=C/c1ccccc1)N1Cc2ccccc2-n2nncc2C1	-5.5	nt	6.2	nt
C[N+](C)(C)CC#CCN1CCCC1=O	nt	2.2	-32.8	2.7

Compounds shown so far that contain a furan ring, fused or not:
SMILES	GalR3 antagonist	IDE cell inh	CRFBP-R2 block	IDE act
O=C(NCC1=C(c2cccc3ccccc23)C[C@@H]2CC[C@H]1N2Cc1ccco1)c1ccncc1	-1.4	nt	6.7	nt
O=C(NCC1=C(c2cccc3ccccc23)C[C@@H]2CC[C@H]1N2Cc1ccco1)c1cccnc1	-3.5	nt	-8.3	nt
O=C(NCC1=C(c2ccc3ccccc3c2)C[C@@H]2CC[C@H]1N2Cc1ccco1)c1nccs1	-6.9	nt	-4.3	nt

(cont.)
SMILES	GalR3 antagonist	IDE cell inh	CRFBP-R2 block	IDE act
Fc1ccc(C(OCCN2CCN(CCCc3ccccc3)CC2)c2ccc(F)cc2)cc1	nt	-3.2	-15.4	9.4
COc1ccc(C(=O)OC2C[C@H]3CC[C@H](C2)N3C)cc1OC (some centres not stated)	nt	2.3	-16.5	6.3
C[N+](C)(C)CC#CCOC(=O)Nc1cccc(Cl)c1	nt	6.2	-5.6	3.5
CCN(CCCl)Cc1ccccc1Br	nt	-0.3	-6.8	5.5
COc1ccc2c(c1OC)C(=O)O[C@@H]2[C@H]1c2cc3c(cc2CCN1C)OCO3	nt	5.1	-11.7	9.2
C[n+]1ccc(-c2cc[n+](C)cc2)cc1	nt	0.8	35.8	-7.7
O=[N+]([O-])c1cc(O)c(O)c([N+](=O)[O-])c1	nt	-1.7	9.8	3.0
CN(C)[C@@H]1C(=O)C(C(N)=O)=C(O)[C@@]2(O)C(=O)C3=C(O)c4c(O)cccc4[C@@](C)(O)C3[C@H](O)C12 (some centres not stated)	nt	-0.6&12.6	-11.6&-21.9	-1.3&-3.0
COC(=O)C1=C(c2ccc3ccccc3c2)C[C@@H]2CC[C@H]1N2C(=O)N1CCC(C)CC1	nt	7.0	5.6	-1.3
C=CCN1CC[C@]23c4c5ccc(O)c4O[C@H]2/C(=N/NC(=O)c2ccccc2)CC[C@@]3(O)[C@H]1C5	nt	0.6	10.4	5.8
O=C(O)Cc1cnc[nH]1	nt	-0.7	31.1	1.0
CCCN1CCc2cccc3c2[C@H]1Cc1ccc(O)c(O)c1-3	nt	0.6	2.2	-21.1
Cc1ncc(CNC(=O)N(CCCl)N=O)c(N)n1	nt	3.1	16.2	2.8
COc1ccc([C@@H](O)[C@@H](N)c2ccccc2)cc1	-3.3	1.9	-2.9	nt
NCCc1c(Cc2ccccc2)[nH]c2ccccc12	-10.8	2.8	5.2	nt
COc1cc2c(c(OC)c1O)-c1ccc(OC)c(=O)cc1C(NC(=O)C(F)(F)F)CC2 (configuration not stated)	0.4	nt	2.8	5.8
CN1CC(Br)C(=O)NC1=O (configuration not stated)	-4.4	nt	1.0	-2.6
COc1ccc(CC2NCC(O)C2OC(C)=O)cc1 (configuration not stated)	-3.2	nt	0.0	-5.0
COc1cccc2c1C(=O)c1c(O)c3c(c(O)c1C2=O)CC(O)(C(C)=NO)CC3OC1CC(N)C(O)C(C)O1 (configuration not stated)	-2.8	nt	-18.4	8.2
COc1c(O)cc2c(c1OC)-c1ccc(SC)c(=O)cc1C(NC(C)=O)CC2 (configuration not stated)	6.3	nt	35.4	7.8
CC1[C@H]2Cc3ccc(O)cc3[C@]1(C)CCN2C (some centres not stated)	0.1	nt	1.7	2.4
O=C1C(=Cc2ccccc2)N2CCC1CC2	-6.5	nt	20.0	-2.0
Nc1nc(N)c2cnnn2n1	-5.7	nt	-3.8	5.8
O=C1NC(=O)C(Cc2ccccc2)(Cc2ccccc2)C(=O)N1Cc1ccccc1	-5.6	nt	-5.8	4.3
Cc1cc(-c2cc(C)c(N)c(C)c2)cc(C)c1N	2.9	nt	4.2	3.0
Cc1cc(N(CCCl)CCCl)ccc1C=Cc1ccncn1	-3.9	nt	-48.9	-25.6
COc1ccc(-c2ccc(OC)c(OC)c2OC)cc1	-0.5	nt	8.6	0.9

Not all compounds are listed; the hit share may differ from the screen's.
